MCF10A rereplic = induces DNA re-replication in MCF 10a normal breast cells | MCF 10A DNA re-replication, Hoechst nuclear intensity, 48 h | Potency, µM (highest dose often 46.1 µM), for inactives: top-dose activity, positive = re-replication, actives largely listed as activators | 350,000 tested, 2.9% active; note: potency is the fitted concentration of half-maximal effect; % of control where 0% means no effect; nearly all actives have a fitted effect of over 50% in size
ATXN viability = viability counter-screen for ATXN expression inhibitors. S2 cells (HEK-293 line with an ATXN2-luciferase reporter) viability, CellTiter-Fluor protease fluorescence, 24 h. Potency, µM (doses to about 56.7 µM), most hits filed as cytotoxic. 400,000 tested, 0.49% active. AID 651635; note: potency is the fitted concentration of half-maximal effect; nearly all actives have a fitted effect of over 40% in size
HepG2 tox = counter-screen for TGF-b inhibitors: cytotoxicity in HepG2 cells | HepG2 CAGA-GFP viability, ATP luminescence, 18 h | Potency, µM (highest dose often 46.1 µM), inactives show at the highest dose activity change, negative = cytotoxicity, most hits filed as cytotoxic | 410,000 tested, 0.76% active | AID 588856; note: potency is the fitted concentration of half-maximal effect; some results filed as inactive show a strong effect at the top dose
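HepG2 CAGA-GFP cells (1000/well, DMEM with 1% FBS) received compound, then TGF-beta at 500 pg/mL final, and were incubated 18 hours at 37 degrees C. Viability was read by CellTiter-Glo luminescence. Media-only wells were set as complete cell-killing and DMSO as no toxicity.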
Nrf2 ARE act = Nrf2 pathway activation; AREc32 ARE-luciferase reporter (MCF7-derived line), luminescence, 24 h; Potency, µM (highest dose often 46.1 µM), without a hit: at the highest dose activation, actives largely listed as activators; 410,000 tested, 0.31% active; AID 624171; note: potency is the fitted concentration of half-maximal effect; % of control where 0% means no effect; nearly all actives have a fitted effect of over 65% in size
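Luminescent ARE reporter assay in AREc32_Fluc cells: overnight plating at 37 deg C, 24 hr compound incubation, Steady-Glo added, 30 min RT before reading.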
TGFb inhibitor = TGF-b pathway inhibition | HepG2 CAGA-GFP TGF-b/SMAD3 reporter, GFP fluorescence, 18 h; TGF-beta stimulated, 500 pg/mL final | 410,000 tested, 1.2% active | Potency, µM (titrated, usually from 46.1 µM), inactives show at the highest dose activity, negative = inhibition, usual class: inhibitors; note: potency is the fitted concentration of half-maximal effect; % is set by controls: 0 for no effect and ±100 for the full control effect; nearly all actives have a fitted effect of over 65% in size
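GFP signal (ex488/em500-530) from TGF-beta-stimulated HEPG2 CAGA-GFP cells, 500 pg/mL final, 18 h at 37 degrees C in DMEM plus 1% FBS, normalized to unstimulated and DMSO-stimulated controls.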
A549 viability = kills or reduces viability of A549 cells in Nrf2 counter-screen; A549 ARE-Fluc cells, CellTiter-Fluor viability, 18-24 h; Potency, µM (titrated, usually from 46 µM), for inactives: top-dose activity change, negative = cytotoxicity, most hits filed as inhibitors; 390,000 tested, 0.16% active; note: potency is the fitted concentration of half-maximal effect; % is set by controls: 0 for no effect and ±100 for the full control effect
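A549 ARE_Fluc cells in 5% FBS OPTI-MEM were exposed to compounds in concentration-response for 18-24 h at 37 deg C. Viability was read by CellTiter-Fluor fluorescence (Ex 405/Em 525) after 30 min, before the luciferase read.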
IL1B secr inh = inflammasome signaling inhibition, IL-1 beta readout; THP-1 LPS/ATP IL-1B secretion, AlphaLISA, 16 h; hits give low values; 360,000 tested, 4.7% active; AID 743279; activity change, % at 57.5 µM; in the data active = activity change below about -50%; inconclusive = mostly about -30% to -49%; note: % is set by controls: 0 for no effect and ±100 for the full control effect
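Secreted IL-1B measured by AlphaLISA bead assay after 16 h compound exposure of THP-1 cells; compounds (final up to 57.5 uM) added 1 h before LPS (250 ng/mL) and ATP (1.25 mM) stimulation; lower signal means less secretion.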
ATXN2 expr inh = inhibitors of ATXN2 expression | Potency, µM (highest dose often 57 µM), without a hit: top-dose activity change, negative = inhibition, most hits filed as inhibitors | HEK-293 ATXN2-luciferase reporter, luminescence, 24 h | 360,000 tested, 0.72% active; note: potency is the fitted concentration of half-maximal effect; % is set by controls: 0 for no effect and ±100 for the full control effect; nearly all actives have a fitted effect of over 55% in size
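qHTS (up to 57 uM final) was run with 24 h compound exposure of reporter cells at 37 °C. Each well was multiplexed: SteadyGlo luminescence measured ATXN2-luciferase expression after a fluorogenic Gly-Phe-AFC viability readout (25 uM final).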
Nrf2 block = blocks Nrf2 signaling; A549 ARE-Fluc reporter, luciferase luminescence, 18-24 h; Potency, µM (series often up to 46 µM), without a hit: at the highest dose activity change, negative = inhibition, most hits filed as inhibitors; 360,000 tested, 2.1% active; note: potency is the fitted concentration of half-maximal effect; % is set by controls: 0 for no effect and ±100 for the full control effect; nearly all actives have a fitted effect of over 60% in size
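Reporter: ARE-Fluc in A549. Exposure: 18-24 h, 37 °C, 5% CO2, 5% FBS OPTI-MEM. Readouts: fluorescent cytotoxicity (CellTiter-Fluor), then luminescent Nrf2 signal after BugLite.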
Starred values were filed as active, the others as inactive; i = inactive; ? = inconclusive; . = no result given; & = joins results of further samples; [ ] = another dose, or the depositor's remark. Unless noted, calls come from the whole dose curve; as a rule, active = well fitted curve in the direction sought with a large enough effect; inconclusive = small, poorly fitted or top-dose-only effect, or another doubt; inactive = no such curve, though single readings can be large; an effect the other way counts as inactive or inconclusive. Random draw from the library. About 8.8% of those tested had a hit in this group.

SMILES	MCF10A rereplic	ATXN viability	HepG2 tox	Nrf2 ARE act	TGFb inhibitor	A549 viability	IL1B secr inh	ATXN2 expr inh	Nrf2 block
COCc1nnc(NC(=O)c2ccc(OC)cc2OC)s1	2%	i	-9%	-0.1%	-8%	1%	-23	0%	?
O=C(O)c1cc(O)c2c(c1)[C@@H]([C@H]1c3cc(C(=O)O)cc(O)c3C(=O)c3c(O[C@@H]4O[C@H](CO)[C@@H](O)[C@H](O)[C@H]4O)cccc31)c1cccc(OC3O[C@H](CO)[C@@H](O)[C@H](O)[C@H]3O)c1C2=O (stereo partly specified)	0%	?	-39%	-0.8%	11µM*	-9%	-3	0%	-18%
COc1ccc(CC(=O)Nc2nccs2)cc1S(=O)(=O)N1CCOCC1	-6%	i	12%	-0.2%	-5%	-7%	8	-8%	11%
Cn1ncc(Br)c1C(=O)Nc1c(F)c(F)cc(F)c1F	?	i	-7%	0.3%	22%	-2%	-23	41%[activator]	?
CCCOc1ccccc1C(=O)N(Cc1cccc(Br)c1)C1CCS(=O)(=O)C1 (stereo unspecified)	-1%	i	-21%	-0.1%	-1%	-14%	-24	-7%	?
CCCCN(C)C(=O)CN1C(=O)c2cccnc2Oc2ccc(Cl)cc21	.	.	2%	0.4%	0%	-2%	.	.	12%
COc1ccc(-c2sc3ccc(N4CCOCC4)cc3c2-c2ccc(OC)c(F)c2)cc1	18%	i	15%	-1.1%	7%	8%	1	-6%	-1%
Cn1c(CCC(=O)OCC(=O)Nc2ccc(Oc3ccccc3)cc2)nc(=O)c2ccccc21	1%&-7%	i	-14%	-0.6%	-4%	18%	-1	.	12%
COc1cc(/C=C2/C(=O)N(c3ccc(C)c(C)c3)N=C2C)cc([N+](=O)[O-])c1O	12%	i	7%	-0.3%	5%	0%	4	4%	6%
Cc1ccc(-n2nc3c(=O)n(CCCC(=O)NCc4ccc(Cl)cc4)nc(C)c3c2C)cc1	-1%	i	-20%	0.5%	?	3%	-2	.	?
CCOc1cc(OCC)c(C(C)=O)cc1OCC	-4%	i	1%	0.0%	-9%	-16%	-16	-1%	-17%
Clc1ccc2nnc(Cl)n2n1	-22%	i	-16%	4.6%	4%	1%	-3	-12%	-1%
Cc1ccc(NC(=O)C2CCN(S(=O)(=O)c3cnc[nH]3)CC2)cc1C	-48%[inhibitor]	i	5%	-0.3%	0%	2%	19	-2%	-4%
COC(=O)c1ccc(C(=O)OC)c(NC(=O)C2CC(=O)N(C3CCCC3)C2)c1 (stereo unspecified)	-3%	i	0%	0.4%	-1%	1%	21	-2%	-5%
COc1cccc(/C=N/NC(=O)c2ccncc2)c1OC(=O)c1ccc(Br)cc1	15µM*	?	-36%	-0.5%	?	-12%	83	?	?
COc1ccccc1NC(=O)COC(=O)CCS(=O)(=O)c1ccc(C)cc1	-3%	?	5%	0.2%	0%	4%	0	0%	13%
Cc1nn(C(=O)c2ccc([N+](=O)[O-])cc2)c(C)c1Br	-4%	i	-27%	0.4%	?	-1%	0	-11%	12%
CCCC/C(O)=C1\C(=O)CC(C)(C)CC1=Nc1ccc(OC)cc1	?	?	4%	0.2%	14%	-10%	?	-14%	-15%
CNC(=O)c1cc2cc(OC)ccc2oc1=O	-1%	i	0%	-0.6%	30%	0%	-8	6%	1%
CCC1CN(S(=O)(=O)c2cc(-c3cc(C)no3)ccc2OC)c2cc(C)ccc2O1 (stereo unspecified)	8%	i	3%&-25%	-0.3%&4.7%	-8%&-38%	?	-1	14%	?

The list goes on; it opens with the six that closed the last part.
SMILES	MCF10A rereplic	ATXN viability	HepG2 tox	Nrf2 ARE act	TGFb inhibitor	A549 viability	IL1B secr inh	ATXN2 expr inh	Nrf2 block
COc1cccc(/C=N/NC(=O)c2ccncc2)c1OC(=O)c1ccc(Br)cc1	15µM*	?	-36%	-0.5%	?	-12%	83	?	?
COc1ccccc1NC(=O)COC(=O)CCS(=O)(=O)c1ccc(C)cc1	-3%	?	5%	0.2%	0%	4%	0	0%	13%
Cc1nn(C(=O)c2ccc([N+](=O)[O-])cc2)c(C)c1Br	-4%	i	-27%	0.4%	?	-1%	0	-11%	12%
CCCC/C(O)=C1\C(=O)CC(C)(C)CC1=Nc1ccc(OC)cc1	?	?	4%	0.2%	14%	-10%	?	-14%	-15%
CNC(=O)c1cc2cc(OC)ccc2oc1=O	-1%	i	0%	-0.6%	30%	0%	-8	6%	1%
CCC1CN(S(=O)(=O)c2cc(-c3cc(C)no3)ccc2OC)c2cc(C)ccc2O1 (stereo unspecified)	8%	i	3%&-25%	-0.3%&4.7%	-8%&-38%	?	-1	14%	?
CSC(=NC#N)N1CCN(C(c2ccccc2)c2ccccc2)CC1	12%	i	-16%	12%	2%	-1%	-5	-7%	-9%
CCOC(=O)CCc1c(C)nc(SCc2ccc(C(=O)O)cc2)c(C#N)c1C	7%	i	7%	-0.6%	0%	-5%	49	?	?
O=C(c1cccnc1)N1CCC2CC1c1c(Cl)cccc12 (stereo unspecified)	.	i	1%	0.4%	1%	.	25	4%	.
COc1ccc(NC(=O)CNC(=O)Cn2ccc3ccccc3c2=O)cc1OC	.	i	-4%	-0.2%	-4%	1%	.	12%	4%[9.27 µM]
NC(c1ccccc1)c1csc(NC(=O)Nc2cccc(C(F)(F)F)c2)n1 (stereo unspecified)	.	?	-111%	-4.3%	13µM*	.	-106*	?	.
O=S(=O)(c1ccc(Cl)nc1)N1CCN(c2ncccn2)CC1	2%	i	-15%	-1.3%	-6%	4%	-14	-24%	3%
Cc1ccc(NC(=O)COc2ccc(/C(N)=N/O)cc2)cc1C	13%	i	-7%	1.8%	0%	0%	-4	-6%	12%
CC(=O)Nc1ccc(OC(=O)CC2SC(=O)NC2=O)cc1 (stereo unspecified)	-2%	i	-37%	0.2%	-21%	.	-7	3%	-9%
COc1cccc(/C=N/NC(=O)Cn2ccnc2C)c1	-5%	?	-5%	0.2%	7%	-3%	27	14%	16%
O=C(Nc1nccs1)NC(C(F)(F)F)C(F)(F)F	2%	i	-24%	0.4%	?	-1%	25	3%	0%
COc1ccc(CCNS(=O)(=O)c2cc3c4c(c2)CCN4C(=O)CC3)cc1OC	0%	i	-3%	0.2%	-1%	-3%	-10	2%	-3%
COc1ccc2c(c1OC)C(=O)OC2Nc1nc(-c2cc3ccccc3oc2=O)cs1 (stereo unspecified)	10%	?	-65%	-0.4%	14%	-10%	-15	15%	?
O=C(Nc1ccc2c(c1)OCCO2)C1c2ccccc2OCC(=O)N1Cc1cccnc1 (stereo unspecified)	.	i	.	-1.2%	.	.	-14	10%	.
CCCCc1c(O)c2cccc3c2n(c1=O)CCC3	0%	i	3%	-0.4%	13%	-1%	13	-1%	9%
COC(=O)c1cccc(NS(=O)(=O)c2ccc(OC)cc2)c1C	5.8µM*	i	-2%	0.4%	-3%	-19%	33	-14%	.
COc1ccc(Cl)cc1NC(=O)C1COc2ccccc2O1 (stereo unspecified)	-2%	i	-18%	3.5µM*	-12%	0%	0	8%	3%
O=C(NNS(=O)(=O)c1ccc(F)cc1F)C1Cc2c(ccc3ccccc23)O1 (stereo unspecified)	2%	i	-24%	-0.4%	0%	-10%	39	-16%	?
O=C(O)c1ccccc1C(=O)Nc1nccs1	-2%	i	12%	0.2%	-2%	9%	25	-2%	1%
O=[N+]([O-])c1ccc(C[n+]2cccc3c4ccccc4ccc32)cc1	-6%	?	-7%	-0.7%	-11%	?	-12	.	3.7µM*
CCC(c1nnnn1Cc1ccccc1)N(Cc1cc2cc(OC)ccc2[nH]c1=O)CC1CCCO1 (stereo unspecified)	19%	?	1%	3.8%	7%	-2%	0	2%	-8%
COC(=O)c1ccc(NC(=O)C2C3C=CC(C3)C2C(=O)O)cc1 (stereo unspecified)	-1%	i	0%	-0.3%	0%	-1%	0	5%	6%
CN(/N=C/c1ccc(-c2ccc([N+](=O)[O-])cc2)o1)c1ccccc1	1%	i	-11%	2.6%	46%[activator]	-12%	-7	-13%	-17%
CCOC(=O)C(CC)Sc1nnc(COc2ccc(C)cc2)n1-c1ccccc1 (stereo unspecified)	-1%	i	3%	0.5%	-11%	-11%	0	56%[activator]	-13%
CCOc1ccc(CNC(=O)CCCC(=O)n2ncc3cc(C)ccc32)cc1	0%	i	6%	-1.5%	8%	2%	-20	6%	25%
Nc1ncncc1-c1ccc(F)cc1	.	i	-1%	-0.4%	-10%	.	-12	.	.
Cc1cc(NC(=O)CCC(=O)N(CC2CCCO2)C(C(=O)NC2CCCC2)c2ccccc2C)no1 (stereo unspecified)	-4%	?	-14%	-0.6%	-2%	-13%	-17	3%	15%
CCn1c(NCCO)nc2c(c1=O)C(C)(CC)Cc1ccccc1-2 (stereo unspecified)	-1%	i	11%	3.3%	0%	0%	4	11%	-19%
CCn1c2ccccc2c2cc(NC(=O)COc3ccccc3OC)ccc21	5.8µM*	i	-26%	3.0%	11%	-12%	27	-22%	-18%

Sorted by SMILES length (high to low): part of the list above
SMILES	MCF10A rereplic	ATXN viability	HepG2 tox	Nrf2 ARE act	TGFb inhibitor	A549 viability	IL1B secr inh	ATXN2 expr inh	Nrf2 block
CCOC(=O)C(CC)Sc1nnc(COc2ccc(C)cc2)n1-c1ccccc1 (stereo unspecified)	-1%	i	3%	0.5%	-11%	-11%	0	56%[activator]	-13%
CCOc1ccc(CNC(=O)CCCC(=O)n2ncc3cc(C)ccc32)cc1	0%	i	6%	-1.5%	8%	2%	-20	6%	25%
CCn1c(NCCO)nc2c(c1=O)C(C)(CC)Cc1ccccc1-2 (stereo unspecified)	-1%	i	11%	3.3%	0%	0%	4	11%	-19%

Source: PubChem BioAssay
